# GALK inhibitor = inhibitors of human galactokinase; P51570; Purified GALK, Kinase-Glo residual ATP luminescence; Potency, µM (highest dose often 57.5 µM), for inactives: at the highest dose activity change, negative = inhibition, hits mostly inhibitors; 270,000 tested, 0.007% active; AID 1868; note: potency is the fitted concentration of half-maximal effect; % is set by controls: 0 for no effect and ±100 for the full control effect
# Target sequence (P51570 whole entry, looked up): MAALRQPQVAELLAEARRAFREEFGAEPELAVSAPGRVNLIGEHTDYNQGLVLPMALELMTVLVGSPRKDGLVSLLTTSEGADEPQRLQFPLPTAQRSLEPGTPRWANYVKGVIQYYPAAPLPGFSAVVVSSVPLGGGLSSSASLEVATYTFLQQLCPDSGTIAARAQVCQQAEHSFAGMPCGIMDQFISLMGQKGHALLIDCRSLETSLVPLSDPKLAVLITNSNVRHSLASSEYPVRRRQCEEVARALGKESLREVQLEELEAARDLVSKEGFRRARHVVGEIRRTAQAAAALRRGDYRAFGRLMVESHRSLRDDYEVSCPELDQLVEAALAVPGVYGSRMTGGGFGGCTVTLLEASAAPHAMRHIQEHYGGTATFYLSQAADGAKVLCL
#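 ATP-depletion format; final 35 uM ATP, 100 uM D-galactose, 5 nM enzyme; pH 8.0 HEPES/Mg2+ buffer; 60 min RT; luminescence read 10 min after detection reagent.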
# Tb PFK inh = blocks T. brucei phosphofructokinase; 330,000 tested, 0.17% active; O15648; AID 485367; T. brucei PFK, ADP-Glo luminescence; Potency, µM (top dose mostly 57.5 µM), without a hit: at the top dose activity, negative = inhibition, usual class: inhibitors;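 note: potency is the fitted concentration of half-maximal effect; 0% = uninhibited 1x PFK enzyme wells and -100% = no-enzyme wells; nearly all actives have a fitted effect of over 60% in size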
# Target sequence (O15648 whole entry, looked up): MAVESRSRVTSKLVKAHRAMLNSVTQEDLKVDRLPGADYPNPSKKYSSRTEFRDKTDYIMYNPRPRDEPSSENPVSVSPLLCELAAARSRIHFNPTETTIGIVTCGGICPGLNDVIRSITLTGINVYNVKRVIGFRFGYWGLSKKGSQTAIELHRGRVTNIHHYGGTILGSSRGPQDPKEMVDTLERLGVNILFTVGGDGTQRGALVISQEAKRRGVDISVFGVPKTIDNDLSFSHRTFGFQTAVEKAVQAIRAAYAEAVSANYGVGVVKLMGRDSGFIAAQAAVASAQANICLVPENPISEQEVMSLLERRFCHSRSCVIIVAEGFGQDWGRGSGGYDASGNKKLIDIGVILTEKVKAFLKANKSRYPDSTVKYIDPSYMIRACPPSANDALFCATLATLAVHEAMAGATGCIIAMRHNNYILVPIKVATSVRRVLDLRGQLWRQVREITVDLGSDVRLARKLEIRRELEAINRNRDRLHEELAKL
#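 ADP-Glo luminescence quantified ADP after 45 min at room temperature, with 1.25 nM T. brucei PFK, 0.1 mM ATP and 0.5 mM fructose-6-phosphate in pH 8.0 TEA buffer. qHTS titrations up to 57 µM; curves classified by quality.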
# CXXC DNA block = blocks binding of human MLL CXXC domain to DNA; Q03164; MLL-CXXC / FITC-HOXA9 DNA fluorescence polarization; Potency, µM (highest dose often 115 µM), for inactives: top-dose activity change, negative = inhibition, hits mostly inhibitors; 290,000 tested, 0.037% active; active = well fitted inhibition curve with a large enough effect in the polarisation, with a control signal flat, not every such curve was filed as active; inconclusive = small, poorly fitted or top-dose-only effect, or effect the other way, or a change in a side signal; inactive = no such curve, though single readings can be large or run the other way; the % refers to the polarisation; note: potency is the fitted concentration of half-maximal effect
#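 Steps: dispense CXXC domain solution (7 uM) → pin compounds or unlabeled HOX-A9 DNA control → 5 min ambient → add FLSN-HOX-A9 solution (50 nM) → spin → 30 min ambient → fluorescence polarization. Tris pH 7.5/NaCl/DTT/BSA buffer.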
# TSHR antag = antagonists of human thyroid stimulating hormone receptor | P16473 | TSHR-expressing cells, TSH-stimulated cAMP HTRF, 2 h; hits give low values | activity change, negative = inhibition, % at 11.5 µM | 330,000 tested, 0.2% active | AID 504810;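 active = activity change below a set negative limit, meaning inhibition stronger than a set level, cut at about -70% in these data; inconclusive = activity change between two set negative limits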; note: % is set by controls: 0 for no effect and ±100 for the full control effect
#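 TSHR-expressing cells, 200/well, pre-treated with compound, then stimulated with EC80 TSH (4nM final) for 2 hours at 37 deg C. cAMP measured by competitive HTRF: anti-cAMP cryptate antibody in lysis buffer plus cAMP-d2, read after 30 minutes at room temperature.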
# A-T KAP1 phos = potential ataxia-telangiectasia treatments restoring KAP-1 phosphorylation | […] A-T fibroblasts, KAP-1 phosphorylation AlphaLISA; neocarzinostatin DNA damage 30 min before lysis | Potency, µM (series often up to 57.5 µM), for inactives: at the top dose activation, hits mostly activators | 320,000 tested, 0.19% active | AID 485349; note: potency is the fitted concentration of half-maximal effect; % of control where 0% means no effect; nearly all actives have a fitted effect of over 45% in size
#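 ATM-like activity read as KAP-1 phosphorylation via AlphaLISA donor/acceptor antibody pairs after lysis and 6 hr at 25C. Cells were ATM-null patient fibroblasts ([…], hTERT), dosed 60 min, then exposed to the DSB inducer NCS for 30 min.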
# BCR signal inh = blocks chronic active B-cell receptor signaling; ABC-DLBCL IkBa-CBG/CBR reporter, luminescence ratio, 4 h; Potency, µM (highest dose often 46.1 µM), for the others: at the top dose ratio change, negative = lower green/red ratio, usual class: inhibitors; 340,000 tested, 0.05% active; AID 493014; active = well fitted inhibition curve with a large enough effect in the signal ratio, with a control signal flat, not every such curve was filed as active; inconclusive = small, poorly fitted or top-dose-only effect, or effect the other way, or a change in a side signal; the % refers to the signal ratio;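 note: potency is the fitted concentration of half-maximal effect; plate controls were basal doxycycline-induced cells for no effect and cells given 10 µM MG132 for full effect; MG132 reads +100%, hits lower the ratio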
#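 Cell line TMD8 (human ABC DLBCL), stably expressing tet-inducible CBG68-IkBa fusion and CBR; IMDM/0.5% FBS; cpd up to 46 uM; dox induction, 4 h, 37C/5% CO2; dual luminescence; green/red ratio; MG132 control.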
# Giardia killer = Giardia lamblia killing; Giardia lamblia trophozoite viability; activity change, % at 7.66 µM, hits read low; 340,000 tested, 0.15% active; AID 540267; in the data active = activity change below about -80%; inconclusive = between about -30% and that limit;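 note: parasites exposed to compound for two days anaerobically before the ATP read; % is set by controls: 0 for no effect and ±100 for the full control effect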
#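 Media and compound were dispensed first, then trophozoites at 100 cells/well; plates sat 48 hrs at 37 deg C without oxygen before ATP luminescence reagent was added and read after 15-30 min at room temperature.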
# TCR activator = T cell receptor activation; primary human leukocytes, anti-CD3, IL-2 HTRF, 48 h; Potency, µM (top dose mostly 9.22 µM), inactives show at the top dose activation of IL-2 secretion, usual class: activators; 330,000 tested, under 10 active; AID 504894; note: % of control where 0% means no effect
#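 Primary human leukocytes incubated 48 hr with anti-CD3 beads plus compound, without co-stimulation. Secreted IL-2 measured by HTRF (europium cryptate/d2 anti-IL-2 pair, 320 nm excitation, 665 nm emission).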
# FBPA coupling cs = inhibits coupling enzyme system, counter-screen for aldolase hits; activity change, negative = inhibition, % at 58.2 µM, hits read low; coupling enzyme system counterscreen, AmpLite Red fluorescence; AID 2472; 290,000 tested, 0.67% active; in the data active = activity change below about -30%; note: % is set by controls: 0 for no effect and ±100 for the full control effect
#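 Compounds tested against the coupling enzymes alone at 57.5 uM final; readout was AmpLite Red fluorescence (525/598 nm) after 20 min at RT.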
# KCNH2 WT inh = KCNH2 (human, wildtype) channel inhibition; U2OS, BacMam KCNH2, thallium flux FluxOr; hits give low values; activity change, % at 1.84 µM; 340,000 tested, 0.37% active;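 active = maximum activity change below -70%; inconclusive = maximum activity change between -70% and -50%; inactive = maximum activity change above -50%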; note: % is set by controls: 0 for no effect and ±100 for the full control effect
#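 U2OS cells transduced with wild-type KCNH2 virus are loaded with FluxOr dye for 45 min, and thallium flux is measured in kinetic reads before and after stimulation buffer. Rate constants are normalized to DMSO controls.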
# Starred values were filed as active, the others as inactive; ? = inconclusive; nt = no result given; [ ] = another dose, or the depositor's remark. Unless noted, calls come from the whole dose curve; as a rule, active = well fitted curve in the direction sought with a large enough effect; inconclusive = small, poorly fitted or top-dose-only effect, or another doubt; inactive = no such curve, though single readings can be large; an effect the other way counts as inactive or inconclusive.
nr	Compound	GALK inhibitor	KCNH2 WT inh	Tb PFK inh	BCR signal inh	CXXC DNA block	TCR activator	A-T KAP1 phos	FBPA coupling cs	TSHR antag	Giardia killer
1	CCOCCn1c(CN2CCCCC2C)nc2c1c(=O)n(C)c(=O)n2C (stereo not drawn)	nt	8	0%	6%	nt	-1%	4%	-1	-1	2
2	COc1cc(Cl)ccc1OCc1cc(C(=O)N(C)CCc2cnn(C)c2)no1	0%	-6	0%	10%	4%	3%	9%	0	10	11
3	CNC1=C([N+](=O)[O-])CC([N+](=O)[O-])=C(N2CCNCC2)N1C	2%	-5	1%	8%	0%	0%	-1%	2	1	-9
4	CC(=O)N1CCN(C(=S)NC(=O)c2c(-c3ccccc3Cl)noc2C)CC1	10%	0	-5%	1%	?	-2%	-7%	-3	7	3
5	Cc1cc2nc(CO)[nH]c2cc1C	4%	-10	-1%	-1%	-5%	-3%	23%	3	-5	-3
6	CN(c1ccc(S(=O)(=O)N2CCOCC2)cn1)C1CCCCC1	-3%	13	1%	-2%	4%	-1%	3%	3	-2	1
7	C=CCNC(=S)NNC(=O)COc1ccc2cc(Br)ccc2c1	-1%	-3	5%	?	-4%	-8%	4%	2	-13	-9
8	CC(=O)/C(=C/c1ccc(N(C)C)cc1)C(=O)c1ccccc1	-2%	-10	-3%	4%	62%[activator]	-9%[46.1 µM]	-15%	0	-9	-15
9	O=C(CSc1nnnn1-c1ccccc1)Nc1ncc(Cc2cc(Cl)ccc2Cl)s1	0%	1	2%	-3%	-1%	nt	-1%	0	1	1
10	Cc1ccsc1C(=O)OCC(=O)NCc1ccc2c(c1)OCO2	2%	-9	2%	?	1%	-50%	-20%	-1	-9	-13
11	Cc1ccc(C2CC(C(F)(F)F)n3nc(C(=O)NCCN4CCOCC4)cc3N2)cc1 (stereo not drawn)	-4%	2	-6%	3%	0%	nt	0%	nt	0	5
12	C[C@H]1CN([C@@H](C)CO)C(=O)Cc2cc(NC(=O)CCC(F)(F)F)ccc2O[C@H]1CN(C)Cc1ccc(-c2ccccc2)cc1	nt	-14	-2%	?	nt	-1%	2%	nt	-6	-8
13	O=C(NCC1CCCO1)c1cc2c([nH]c3ccccc32)c(-c2cccc(Br)c2)n1 (stereo not drawn)	nt	3	5%	?	7%	6%	10%	-5	3	-3
14	CCOc1ccc(C2c3[nH]c4ccccc4c3CCN2Cc2cn(CC)nc2C)cc1 (stereo not drawn)	-1%	23	2%	-17%	-15%	2%	2%	-5	21	14
15	CC1(CCc2ccccc2)NC(=O)N(CC(=O)Nc2ccccc2)C1=O (stereo not drawn)	1%	0	-1%	?	0%	2%	8%	0	3	-14
16	N#Cc1c(/N=C/c2ccc(Br)s2)sc2c1CCC2	-2%	-4	-1%	?	11%	-2%[46.1 µM]	4%	0	-2	-8
17	CCOC(=O)Cn1c(=O)n(Cc2ccccc2)c(=O)c2cccnc21	10%	-5	-7%	-2%	4%	1%	-1%	4	10	-9
18	Cc1ccc(C(=O)NCCOC23CC4CC(CC(C4)C2)C3)cc1	-1%	-29	1%	1%	9%	nt	7%	0	-3	11
19	O=C(CSc1nnc(-c2cccnc2)o1)Nc1ccccc1Br	-1%	-3	3%	?	29%	2%	2%	-2	9	-9
20	O=C1C2CCCN2C(c2cccs2)N1c1ccc(Cl)cc1 (stereo not drawn)	2%	5	-3%	?	-15%	1%	10%	8	-3	21
21	CN1C(=O)C(O)(CC(=O)/C=C\c2ccc3c(c2)OCO3)c2ccccc21 (stereo not drawn)	-2%	-1	-4%	?	16%	0%	2%	-1	-2	0
22	Cc1cc2[nH]c(=O)c(=O)[nH]c2cc1S(=O)(=O)N1CCN(c2ccccc2F)CC1	-1%	-3	-4%	0%	4%	2%	-6%	-1	6	0
23	Nc1ccc2c(c1)ncn2CCCn1cnc2cc(N)ccc21	0%	-8	-19%	-14%	-1%	-77%	0%	5	4	3
24	CC1=CC(=O)C=CC1(C)C(Cl)(Cl)Cl (stereo not drawn)	nt	5	-4%	0%	-2%	-1%	-4%	3	-14	4
25	Cc1sc2ncn(CC(=O)NCCCC(=O)NCc3ccc(F)cc3)c(=O)c2c1C	6%	8	-1%	-15%	4%	1%	-4%	2	-98*	1

# The list continues.
nr	Compound	GALK inhibitor	KCNH2 WT inh	Tb PFK inh	BCR signal inh	CXXC DNA block	TCR activator	A-T KAP1 phos	FBPA coupling cs	TSHR antag	Giardia killer
26	Cc1ccccc1NC(=O)c1ccc(Nc2c([N+](=O)[O-])cc([N+](=O)[O-])c3ccccc23)cc1	2%	-1	-1%	?	0%	9%[46.1 µM]	-1%	-2	-20	-5
27	CC(C)(C)c1ccc(OCCNC(=S)Nc2ccccc2)cc1	-2%	1	3%	1%	-3%	6%	1%	-1	-14	7
28	CC1=C(c2ccc(F)cc2)[N+](=O)C(C)(C)N1[O-]	0%	4	-1%	?	-16%	-1%	-2%	5	-29	-9
29	COC(=O)c1c(N2C(=O)CCC2=O)sc2c1CCCC2	2%	-1	1%	2%	-6%	-6%	-1%	-2	2	-14
30	O=C(O)CCCCCn1c(SCc2cc(=O)n3ccccc3n2)nc2ccsc2c1=O	nt	-22	3%	1%	-3%	0%	-4%	-5	-1	15
31	CCOC(=O)c1c(NC(=O)CSc2nncn2C)sc(C)c1C	1%	-2	2%	11%	-1%	-3%	nt	4	3	9
32	COC(=O)C1=C(C)N(C)C(C)=C(C(=O)OC)C1c1ccsc1	2%	2	-1%	-2%	5%	0%	7%	3	-2	-23
33	Cc1cccc(C(=O)Nc2ccc(C(=O)/C=C/c3cccs3)cc2)c1	1%	-3	3%	?	7%	-1%	-3%	-7	-19	9
34	C/C(CC(=O)Nc1ccccc1)=N\NC(=O)COc1ccc(C)cc1Br	-1%	28	3%	0%	-4%	-3%	0%	1	-8	13
35	CCOC(=O)C1(Cc2ccccc2C)CCCN(C(=O)c2ccoc2)C1 (stereo not drawn)	-2%	-2	-4%	7%	?	-4%	24%	nt	-8	25
36	Cc1ccc(OCC(=O)Nc2ccc(Cl)cc2)c(-n2nc3ccccc3n2)c1	nt	1	-1%	-16%	2%	-2%	-3%	2	nt	3
37	Cc1cc(=O)oc2cc(OC(C)C(=O)Nc3ccc(C(N)=O)cc3)ccc12 (stereo not drawn)	nt	-14	-1%	-1%	nt	nt	-1%	nt	21	1
38	COc1ccc(NS(=O)(=O)c2ccc(N3CCCCC3)c(NC(=O)C(C)NC(N)=O)c2)cc1 (stereo not drawn)	nt	-3	11%	-10%	nt	-4%	11%	nt	-3	-5
39	COc1ccc(C2=CC(c3c(C)nn(-c4ccccc4)c3Cl)n3nnnc3N2)cc1OC (stereo not drawn)	4%	-6	1%	?	21%	8%	10%	0	-10	-17
40	O=C1c2ccccc2C(=O)N1CCC(O)C[N+](=O)[O-] (stereo not drawn)	-2%	-3	15%	-11%	1%	nt	3%	1	-5	-9
41	COc1ccc(-c2[nH]c3ccccc3c2SCCNC(=O)c2ccccc2)cc1	nt	-6	-3%	1%	23%	-4%	-30%	1	20	-5
42	CCOc1ccc(S(=O)(=O)Nc2ccc(C(=O)NCC3(N4CCCCC4)CCCCC3)cc2)cc1	nt	16	0%	2%	nt	-3%	nt	nt	16	4
43	O=C(N/N=C/c1ccc(C(F)(F)F)cc1)c1ccncc1	-1%	-1	2%	0%	-4%	nt	9%	2	-5	-1
44	Cc1cc(C)c(OCC(=O)N(Cc2ccccc2)C2CCS(=O)(=O)C2)c(C)c1 (stereo not drawn)	7%	-7	1%	-14%	1%	0%	-8%	1	7	4
45	CSc1nc2c(c(=O)[nH]1)C(c1ccc(Cl)cc1)CC(=O)N2 (stereo not drawn)	1%	-2	-1%	5%	3%	6%	4%	1	-5	10
46	CN(C)S(=O)(=O)c1cc(C(=O)Nc2ccccc2C(=O)NC2CC2)ccc1Cl	nt	0	0%	?	nt	1%	15%	nt	48	-2
47	COc1cccc(Cn2nnc(C(=O)Nc3cc(Cl)ccc3OC)c2N)c1	2%	1	3%	?	0%	-1%	-12%	-2	-3	2
48	CC(C)(C)C(=O)NC1(C(F)(F)F)NC(=O)N(c2ccc(F)cc2)C1=O (stereo not drawn)	0%	-22	-3%	-1%	-1%	-4%	-3%	2	2	3
49	CN(C)S(=O)(=O)c1ccc(N2C(=O)CC2(/C=C/c2ccccc2)C(=O)NC2CCCC2)cc1 (stereo not drawn)	nt	-1	-6%	1%	-4%	-12%[46.1 µM]	3%	-6	9	-4
50	C=CCN1N=C(c2ccc(Cl)s2)CSC1=O	-1%	-4	-1%	2%	-5%	-1%	0%	-1	31	5
51	Cc1noc(C)c1C(c1ccccc1)c1ccccc1	1%	-5	1%	7%	16%	2%	2%	7	-19	-3

# From PubChem

# The order is random; overall some 1.6% were active at least once.
